PhoP GFP inhibition – PhoP regulon inhibitors, Salmonella typhi PhoP promoter GFP reporter, confirmatory (AID 1850). Salmonella Typhi PhoP-promoter GFP reporter, fluorescence, 4 h; higher % means a stronger effect. one-dose inhibition, % at 50 µM; IC50 in µM for titrated hits. hit rate 0.33% among 310,000; in the data active means a potency from the dose series; inconclusive means inhibition mostly from about 25% at the one dose, without a potency; inactive means the rest, 99 in 100 with inhibition below about 19%;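 further: 0% = induced wells with vehicle and 100% = uninduced wells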
H37Rv inhibition – M. tuberculosis growth inhibition, HTS (AID 449762); M. tuberculosis H37Rv growth inhibition, 7H9 media; higher % means a stronger effect; hit rate 0.59% among 330,000; one-dose inhibition, % at 25 µM; IC50 in µM for titrated hits; in the data active means a potency from the dose series; inconclusive means inhibition above about 70% without an active follow-up result;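 further: bacterial growth assessed after seven days of incubation; strong numbers were not always called active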
M. tuberculosis – growth inhibition of non-replicating M. tuberculosis (AID 488890) | Mycobacterium tuberculosis non-replicating, growth inhibition; higher % means a stronger effect | inhibition, % at 25 µM; hits with a dose series show IC50 in µM | hit rate 0.39% among 320,000; in the data active means a potency from the dose series; inconclusive means inhibition mostly from about 82% at the one dose, without a potency; inactive means the rest, 99 in 100 with inhibition below about 76%;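 further: plate controls were DMSO cells for no effect and high antibiotic wells for full effect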
VEEV TC-83 Vero – inhibitors of VEEV TC-83 cytopathic effect, confirmation, Vero cells (AID 588727); hit rate 0.13% among 350,000; Vero cells, VEEV TC-83 cytopathic effect inhibition; higher % means a stronger effect; inhibition, % at 20 µM; hits with a dose series show IC50 in µM; in the data active means a potency from the dose series; inconclusive means inhibition mostly from about 14% at the one dose, without a potency; inactive means the rest, 99 in 100 with inhibition below about 12%; further: strong numbers were not always called active
H1N1 NS1A inhibition – H1N1 influenza NS1A inhibitors, functional cell based assay (AID 504329); inhibition, % at 12.5 µM; hits with a dose series show IC50 in µM; NS1A functional cell-based assay, percent inhibition; higher % means a stronger effect; hit rate 0.3% among 340,000; in the data active means a potency from the dose series; inconclusive means inhibition above about 27% without an active follow-up result; further: strong numbers were not always called active
VEEV TC-83 Vero 10K pilot screen – recorded beside VEEV TC-83 Vero, whose call it bears; inhibition, %; measured here: 10K pilot screen inhibition
The depositor's hits bear a star; i = inactive; ? = inconclusive; / = no result given.

The opening 3 compounds, ahead of the listing:
SMILES	PhoP GFP inhibition	H37Rv inhibition	M. tuberculosis	VEEV TC-83 Vero	H1N1 NS1A inhibition	others
COc1ccc(/C=C/c2nc3sc4c(c3c(=O)o2)CCC4)cc1	-13.7%	?	?	i	-6.8%
O=C(Cn1ccc2ccccc2c1=O)NCCC(=O)Nc1cccc(Cl)c1	3.1%	6.4%	-0.6%	1.3%	-7.2%
O=C(NNC(=O)c1cccc2ccccc12)c1ccc(Cl)c(Cl)c1	/	/	/	6.5%	-7.4%

The whole of this part, from the start:
SMILES	PhoP GFP inhibition	H37Rv inhibition	M. tuberculosis	VEEV TC-83 Vero	H1N1 NS1A inhibition	others
COc1ccc(/C=C/c2nc3sc4c(c3c(=O)o2)CCC4)cc1	-13.7%	?	?	i	-6.8%
O=C(Cn1ccc2ccccc2c1=O)NCCC(=O)Nc1cccc(Cl)c1	3.1%	6.4%	-0.6%	1.3%	-7.2%
O=C(NNC(=O)c1cccc2ccccc12)c1ccc(Cl)c(Cl)c1	/	/	/	6.5%	-7.4%
O=[N+]([O-])c1ccc(N2CCCCC2)cc1N1CCOCC1	-11.8%	1.1%	-2.6%	1.1%	-2.3%
O=S(=O)(c1ccc(Br)s1)N1CCN(c2ccc(F)cc2)CC1	-5.4%	5.5%	-1.7%	1.0%	0.5%
CCOC(=O)Cc1nnc(NC(=O)c2cccc(OCC)c2)s1	-1.5%	5.9%	36.3%	2.2%	-1.1%
O=C(NCc1ccco1)C1CCN(C(=O)c2cc3sccc3n2Cc2ccc(Cl)cc2)CC1	24.9%	2.7%	35.4%	0.8%	-10.0%
Cc1cc(C)c(C#N)c(SCC(=O)c2cc(C)n(CCc3ccccc3)c2C)n1	-3.7%	-0.7%	41.6%	i	19.1%
Cc1cccc(C)c1-n1c(SCC(=O)Nc2ccc(C(=O)O)cc2)nnc1-c1cccc(S(=O)(=O)N(C)C)c1	3.2%	-1.8%	5.7%	0.2%	-10.1%
CNC(=O)CSc1nc2c(c(=O)n(C)c(=O)n2C)n1Cc1ccc(C)cc1	-4.4%	4.6%	-0.1%	0.4%	3.1%
COc1cc([N+](=O)[O-])cc2cc(C(=O)NC(C)(C)C)c(=O)oc12	-5.0%	18.0%	?	0.6%	-8.9%
O=C(NCC1CCCO1)C1CCCN(Cc2cnn(-c3ccccc3)c2-n2cccc2)C1 (centres undefined)	-23.6%	-3.6%	17.5%	0.3%	-9.3%
CN(C)c1cc[n+](CC(=O)c2ccc(OC(F)F)cc2)cc1	19.8%	-0.8%	-6.3%	i	-6.7%
COc1ccc(-n2c(CN3CCN(c4ccccc4OC)CC3)nc3ccc([N+](=O)[O-])cc3c2=O)c(OC)c1	/	/	/	2.8%	-6.7%
Cc1nc(C(=O)N2CCCC(N3CCN(c4ccccc4C)CC3)C2)cs1 (centres undefined)	-9.4%	-4.5%	9.0%	i	-1.4%
CC(NC(=O)Cn1c(NCCO)nc2ccccc21)c1ccccc1 (centres undefined)	-2.1%	-7.8%	-3.3%	i	-4.8%
O=C(Nc1ccc(S(=O)(=O)N2CCCC2)cc1Cl)C1=COCCO1	-0.7%	4.5%	4.5%	1.5%	-0.6%
COc1ccc(N(CC(=O)N2CCC(C)CC2)S(=O)(=O)c2c(C)nn(C)c2C)cc1	-2.1%	-9.6%	-4.3%	i	-7.9%
COC(=O)[C@H](C)NC(=O)c1cc2c(cn1)[nH]c1ccccc12	1.9%	25.1%	?	1.2%	2.4%
Cc1ccc2c(C)cc(=S)[nH]c2c1	/	/	/	0.7%	-1.3%
Cc1ccc(SCCC(=O)Nc2ccc(Br)c(C)c2)cc1	-3.4%	?	68.2%	0.5%	13.6%
CCOC(=O)N/N=C(C)/C=C/c1ccccc1	11.4%	-3.4%	21.8%	0.3%	-13.8%
O=C(NC1(C(F)(F)F)NC(=O)N(Cc2cccnc2)C1=O)c1ccc(F)cc1 (centres undefined)	-6.9%	-4.0%	-7.5%	0.7%	5.2%
O=C(c1cccnc1)N1CCN(C(=O)c2cccc(Cl)c2)CC1	4.9%	0.9%	-9.9%	0.5%	20.9%
CCCCNc1nc(C)c(C(C)=O)cc1C#N	-9.0%	-5.5%	3.0%	0.4%	-3.0%
Continuation.
SMILES	PhoP GFP inhibition	H37Rv inhibition	M. tuberculosis	VEEV TC-83 Vero	H1N1 NS1A inhibition	others
CC(=O)OC[C@H]1O[C@@H](Oc2cc3ccc(=O)oc3cc2OC(C)=O)[C@H](OC(C)=O)[C@@H](OC(C)=O)[C@@H]1OC(C)=O	/	/	/	0.9%	1.0%
CCCC(=O)NCCc1cc(OC)c(OC)cc1Br	1.1%	1.0%	-5.5%	0.8%	-1.6%
C=CCC1NCCc2c(Br)cccc21 (centres undefined)	10.1%	-0.9%	-39.0%	1.7%	-2.2%
COc1ccc(NC(=O)CSc2nnc(-c3ccccc3)n2Cc2ccco2)c(OC)c1	1.8%	-2.5%	8.8%	7.4%	3.2%
COc1ccc(C(=O)O)cc1S(=O)(=O)N1CCCc2ccccc21	1.0%	0.8%	-2.2%	0.6%	3.9%
C=CCOc1c(Br)cc(CNn2cn[nH]c2=S)cc1OC	4.7%	10.2%	-11.7%	1.6%	-1.4%
Cc1ccc(S(=O)(=O)/N=S(\C)C(C)C)cc1 (centres undefined)	-5.6%	-3.0%	-19.8%	1.3%	-8.4%
Cc1ccc(S(=O)(=O)n2cnc3cc([N+](=O)[O-])ccc32)cc1C	-5.4%	-4.5%	10.2%	0.9%	-0.5%
CCN(CC)CCN(C(=O)C1=COCCO1)c1nc2c(OC)ccc(OC)c2s1	-17.1%	-1.9%	-13.7%	0.6%	-7.9%
COc1ccc(NC(=O)CN2C(=O)C(C)Oc3ccccc32)cc1 (centres undefined)	0.4%	-0.9%	-1.8%	i	-0.1%
CC(C)(CC(=O)O)CC(=O)O	-13.5%	0.9%	-22.1%	i	-1.0%
Cc1ccc(-c2csc3nc4cc(C(=O)NC5CCC(O)CC5)ccc4c(=O)n23)cc1 (centres undefined)	-19.1%	4.7%	23.2%	0.1%	-6.4%	VEEV TC-83 Vero 10K pilot screen=2.0
CCN(C(=O)COC(=O)Cn1cnc2c1c(=O)n(C)c(=O)n2C)C1CCS(=O)(=O)C1 (centres undefined)	8.4%	10.1%	10.4%	i	-14.2%
CCCCN1CCc2c1nc1ccc(Br)cc1c2N	-17.1%	54.1%	42.9%	i	9.6%
N#CCCN(CCC#N)c1nncs1	6.7%	-14.8%	-8.5%	0.1%	-13.1%
CC(Sc1nnc(-c2ccccc2F)o1)C(=O)Nc1ccc(N2CCOCC2)cc1 (centres undefined)	/	/	/	3.3%	9.6%
O=C(O)c1ccc2c(c1)C(=O)N(C(Cc1ccccc1)C(=O)O)C2=O (centres undefined)	3.4%	8.5%	8.6%	0.8%	-11.6%
CCOc1ccc(CCNC(=O)c2nccnc2C(=O)O)cc1OCC	0.1%	-5.9%	-7.3%	0.8%	-13.6%
O=C(Oc1ccc(F)cc1)c1ccc2c(=O)n3c(nc2c1)CCC3	-0.3%	?	2.49µM*	1.5%	-2.5%
O=S(=O)(NC1=NCCCCC1)c1ccccc1Cl	-8.2%	-5.7%	-2.9%	1.3%	-5.2%
Cc1ccc(N=C2NC(=O)/C(=C/c3cccn3C)S2)c(C)c1	2.2%	0.8%	25.7%	6.8%	3.7%
Cc1cc(NC(=O)c2ccccc2F)nc2c1c(=O)oc1ccccc12	16.6%	4.7%	-8.7%	0.3%	-9.7%
S=c1[nH]nc(CN2CCCCC2)n1-c1ccc(Cl)cc1	9.2%	8.2%	-15.7%	0.4%	7.0%
CCCCCCn1c(=O)[nH]c2nc3cc(N)c(C)cc3nc2c1=O	/	/	/	6.7%	-3.9%
COc1ccc(C(C)=O)cc1COc1cccc2cccnc12	1.4%	5.9%	5.3%	1.3%	0.6%
(more compounds)
SMILES	PhoP GFP inhibition	H37Rv inhibition	M. tuberculosis	VEEV TC-83 Vero	H1N1 NS1A inhibition	others
CCn1nc(C)c(Br)c1Nc1ccc(Br)cc1	-9.6%	4.2%	23.6%	1.6%	1.3%
COC(=O)c1cnc(N2CCCN(S(=O)(=O)c3ccccc3)CC2)nc1C(F)(F)F	-14.2%	9.6%	21.8%	1.1%	-2.7%
CN(c1ccc(C(=O)O)cc1)S(=O)(=O)c1ccccc1	-1.8%	-6.8%	-3.0%	0.8%	10.9%
Cc1ccc(S(=O)(=O)/N=C(\N)Nc2nc(C)c3ccc(C)cc3n2)cc1	1.9%	22.7%	-4.7%	i	4.4%
CCOC(=O)NC(=O)COC(=O)c1ccc(O)cc1	5.7%	2.9%	-1.9%	1.9%	-3.8%
O=C(Nc1ccc(F)cc1)N(Cc1ccco1)Cc1cc2cc3c(cc2[nH]c1=O)OCO3	-3.6%	2.8%	-9.0%	5.5%	-0.5%
CCC(C)(C)NC(=O)C(c1ccc(OC)cc1)N(C(=O)CCC(=O)Nc1cc(C)on1)c1ccccc1OC (centres undefined)	10.5%	-10.6%	5.2%	2.5%	1.9%
CCOc1ccc(N(CC(=O)NC2CCCCCC2)S(=O)(=O)c2c(C)[nH]c(=O)[nH]c2=O)cc1	/	-9.1%	35.4%	0.2%	4.3%
O=C(CN1C(=O)C2CC=CCC2C1=O)Nc1ccc(S(=O)(=O)NC2=NCCCCC2)cc1 (centres undefined)	0.7%	-8.9%	/	1.5%	4.7%
CC(=O)Oc1ccc2c(C)c(CC(C)O)c(=O)oc2c1 (centres undefined)	-1.1%	40.0%	-0.4%	5.8%	0.3%
O=C(NCc1ccc(F)cc1)c1ccc(N2CCc3ccccc32)c([N+](=O)[O-])c1	-4.3%	3.4%	58.5%	1.6%	6.3%
CCCCn1c(=O)c2c(c3ccccc31)OCC(=O)N2	-2.7%	0.5%	-1.6%	/	/
CC(=O)c1ccc(N2CCN(C(=S)Nc3ccc(Cl)c(Cl)c3)CC2)cc1	-0.9%	16.7%	2.0%	2.3%	-21.9%
CC(C)CC(=O)NS(=O)(=O)c1ccc(NS(C)(=O)=O)cc1	2.4%	8.2%	-0.9%	2.6%	-4.3%
CCOC(=O)N1CCN(CC(=O)Nc2ccc(C)cc2)CC1	0.8%	-9.1%	38.3%	0.1%	-2.7%
CCOc1ccc(N2CC(C(=O)NCc3ccccn3)CC2=O)cc1 (centres undefined)	-9.8%	-4.9%	-0.4%	1.6%	3.9%
Cc1cccn2c(=O)nc(SCC(=O)NCc3ccc(F)cc3)nc12	-3.0%	-4.4%	-4.5%	1.7%	-3.2%
CCN(CC)S(=O)(=O)c1ccc(N2CCOCC2)c(NC(=O)CNCCc2ccccc2)c1	8.0%	-5.7%	17.5%	1.3%	12.9%
COc1ccc(NC(=S)NC2CC3CCC(C2)N3Cc2ccco2)cc1 (centres undefined)	-15.0%	8.6%	14.7%	0.0%	-0.2%
CCN(C(=O)[C@@H]1CCCN1C(=O)c1cccs1)c1nc2cc(Cl)ccc2s1	-21.9%	-0.2%	12.9%	i	10.1%	VEEV TC-83 Vero 10K pilot screen=2.7
O=C(COC(=O)C1=COCCO1)NC1CCCCCCC1	-3.5%	?	13.3%	0.0%	0.3%
Cc1ccc(-c2nc3sc(C#N)c(N)n3c(=O)c2C#N)cc1	-36.2%	0.9%	-11.7%	3.0%	-7.7%
Cc1ccccc1N(CC(=O)NC1CCCCC1)C(=O)CCCC(=O)Nc1ccccn1	-12.1%	-5.5%	7.3%	3.4%	3.5%
CCOc1ccc2nc(SCC(=O)N3CCN(C(=O)c4ccco4)CC3)sc2c1	-1.6%	7.4%	28.7%	3.5%	-19.2%
CCN(CC)C(=O)Cn1c(C)c(/C=C/c2cc[n+](C)cc2)c2ccccc21	-49.2%	0.0%	8.9%	i	13.1%
S=C(NC1CCCC1)N1CCN(c2ncccn2)CC1	-5.0%	2.6%	-17.9%	i	1.8%
O=C(c1cccc(C(=O)N2CCN(c3ccccc3F)CC2)n1)N1CCN(c2ccccc2F)CC1	-6.6%	-6.9%	11.6%	6.2%	10.3%	VEEV TC-83 Vero 10K pilot screen=7.3
O=C(NC1CCN(S(=O)(=O)c2ccccc2F)CC1)c1ccco1	5.4%	-8.9%	-9.3%	i	0.1%

No new results follow: entries from further up.
SMILES	PhoP GFP inhibition	H37Rv inhibition	M. tuberculosis	VEEV TC-83 Vero	H1N1 NS1A inhibition	others
S=C(NC1CCCC1)N1CCN(c2ncccn2)CC1	-5.0%	2.6%	-17.9%	i	1.8%
O=C(c1cccc(C(=O)N2CCN(c3ccccc3F)CC2)n1)N1CCN(c2ccccc2F)CC1	-6.6%	-6.9%	11.6%	6.2%	10.3%	VEEV TC-83 Vero 10K pilot screen=7.3
O=C(NC1CCN(S(=O)(=O)c2ccccc2F)CC1)c1ccco1	5.4%	-8.9%	-9.3%	i	0.1%

Bioassay records as filed in PubChem BioAssay.
